Screens deposited in PubChem by National Center for Advancing Translational Sciences (NCATS).
ALOX12 inhib: qHTS Assay for Inhibitors of 12-hLO (12-human lipoxygenase); AID 1452, 2008; Polyunsaturated fatty acid lipoxygenase ALOX12 (Homo sapiens), P18054; 150,000 tested, 0.12% active; purified 12-hLO, xylenol orange hydroperoxide absorbance; Potency, µM (doses to about 57.1 µM), without a hit: at the top dose activity change, negative = inhibition, most hits filed as inhibitors; note: potency is the fitted concentration of half-maximal effect; nearly all actives have a fitted effect of over 55% in size; many of its hits are not listed in these tables
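Lipoxygenase turnover measured by absorbance at 573 and 405 nm after Fe-XO development. Human 12hLO 150 nM, arachidonate 40 uM, pH 7.0 Hepes buffer with detergent; 15 min compound preincubation, 30 min reaction.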
PNC assembly inh: High Content Assay for Compounds that inhibit the Assembly of the Perinucleolar Compartment. PC3M PTB-GFP, PNC prevalence imaging, 16 h; hits give low values. activity change (PNC), negative = inhibition, % at 10 µM. 140,000 tested, 3.1% active. AID 2417, 2010;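 active = readout at or below -70, meaning at least 70% loss of cells showing the perinucleolar compartment, a nuclear body marking cancer cells; inconclusive = readout between -30 and a set limit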;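 note: plate controls were DMSO wells for no effect and camptothecin positive control wells for full effect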
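Compounds are pinned in duplicate onto adhered PC3M cells stably expressing GFP-tagged PTB and incubated 16 h at 37 C. Cells are then fixed, nuclei stained with Hoechst, and PNC-positive cells counted.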
IMPase inh: qHTS Assay for Identifying the Cell-Membrane Permeable IMPase Inhibitors; Inositol monophosphatase 1 (Rattus norvegicus), P97697; 120,000 tested, under 10 active; CHO-M1 cells, IP1 accumulation, HTRF TR-FRET ratio; inhibition (IP1 accumulation), % at 46.1 µM; active = well fitted curve in the direction sought with a large enough effect in the signal ratio, not every such curve was filed as active; inconclusive = small, poorly fitted or top-dose-only effect, or a change in a side signal; inactive = no such curve, though single readings can be large or run the other way; the % refers to the signal ratio;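 note: cells stimulated with carbachol in lithium chloride buffer; plate controls were DMSO basal wells for no effect and reference inhibitor wells for full effect; higher means more IMPase inhibition seen as more IP1 and lower FRET ratio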
Target sequence (P97697 whole entry, looked up): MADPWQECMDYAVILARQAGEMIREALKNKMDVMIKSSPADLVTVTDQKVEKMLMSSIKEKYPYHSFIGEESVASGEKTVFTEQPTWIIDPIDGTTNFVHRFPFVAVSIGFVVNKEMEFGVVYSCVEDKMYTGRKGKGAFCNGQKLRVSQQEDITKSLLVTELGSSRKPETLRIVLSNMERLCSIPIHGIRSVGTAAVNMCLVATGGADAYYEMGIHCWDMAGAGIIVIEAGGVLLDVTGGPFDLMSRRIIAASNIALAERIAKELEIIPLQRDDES
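Cellular IMPase inhibition is scored as a rise in cytosolic IP1, detected by competitive TR-FRET between d2-labelled IP1 and a europium anti-IP1 antibody. M1-expressing CHO cells were stimulated with carbachol for 30 min at 37C, with lithium (50 mM LiCl) present in the buffer.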
ALOX15B inhib: qHTS Assay for Inhibitors of 15-hLO-2 (15-human lipoxygenase 2) | 110,000 tested, 0.56% active | Potency, µM (doses to about 57.1 µM), inactives show at the highest dose activity change, negative = inhibition, hits mostly inhibitors | Polyunsaturated fatty acid lipoxygenase ALOX15B (Homo sapiens), O15296 | purified 15hLO-2, xylenol orange hydroperoxide absorbance; note: potency is the fitted concentration of half-maximal effect; nearly all actives have a fitted effect of over 60% in size; many of its hits are not listed in these tables
Target sequence (O15296 whole entry, looked up): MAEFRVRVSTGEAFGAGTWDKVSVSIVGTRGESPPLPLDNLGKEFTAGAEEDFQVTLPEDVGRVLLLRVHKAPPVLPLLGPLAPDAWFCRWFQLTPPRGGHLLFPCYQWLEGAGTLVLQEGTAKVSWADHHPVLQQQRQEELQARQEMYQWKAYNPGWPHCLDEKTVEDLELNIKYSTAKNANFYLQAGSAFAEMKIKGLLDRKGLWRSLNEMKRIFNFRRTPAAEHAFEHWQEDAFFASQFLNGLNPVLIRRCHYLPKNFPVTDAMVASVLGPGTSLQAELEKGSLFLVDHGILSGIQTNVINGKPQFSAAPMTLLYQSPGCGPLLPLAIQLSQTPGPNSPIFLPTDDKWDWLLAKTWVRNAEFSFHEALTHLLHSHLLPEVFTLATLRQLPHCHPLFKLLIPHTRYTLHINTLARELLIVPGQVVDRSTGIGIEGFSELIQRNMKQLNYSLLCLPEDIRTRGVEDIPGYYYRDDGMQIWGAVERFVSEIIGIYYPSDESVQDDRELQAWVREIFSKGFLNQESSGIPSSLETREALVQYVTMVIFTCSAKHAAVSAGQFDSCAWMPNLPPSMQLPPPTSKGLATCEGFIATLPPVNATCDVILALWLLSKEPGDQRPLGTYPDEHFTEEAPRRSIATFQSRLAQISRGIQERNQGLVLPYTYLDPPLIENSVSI
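Purified human 15hLO-2 (50 nM final) preincubated with compounds 15 min at room temperature in 25 mM Hepes pH 7.5, 0.01% Triton X-100, then 45 uM arachidonic acid added for 90 min; hydroperoxide detected via ferrous/xylenol orange, 573/405 nm absorbance ratio.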
* = called active by the depositor; ? = inconclusive; · = not tested or not shown; [ ] = dose if it differs, or a comment. Unless noted, calls come from the whole dose curve; as a rule, active = well fitted curve in the direction sought with a large enough effect; inconclusive = small, poorly fitted or top-dose-only effect, or another doubt; inactive = no such curve, though single readings can be large; an effect the other way counts as inactive or inconclusive. Unless noted, % is set by controls: 0 for no effect and ±100 for the full control effect. The list is partial; rates above refer to the full screens.

Under each structure – IMPase inh	ALOX12 inhib	PNC assembly inh	ALOX15B inhib
[1] CN(C)S(=O)(=O)Oc1cccc(C(=O)Nc2ccc(Cl)cc2)c1
    9	-19%	19	?
[2] Cn1cccc1C(=O)N1CCC2(CCCN(Cc3nccs3)C2)CC1
    ·	1%	·	-1%
[3] CCOC(=O)Cc1c(C)nc2c(-c3ccccc3)c(-c3ccccc3)[nH]n2c1=O
    -8	0%	47	-10%
[4] CN(C)c1ccc(C2NCC(CCl)O2)cc1 (stereo not given)
    8	-1%	-22	-8%
[5] CCOC(=O)C1CCCN(C(=O)c2cc(Cl)ccc2Cl)C1 (stereo not given)
    1	1%	10	-22%
[6] Cc1cc(-c2n[nH]c(=S)n2/N=C/c2ccc(Cl)c([N+](=O)[O-])c2)n[nH]1
    ·	-3%	1	·
[7] COc1cccc(NC(=O)CN2CCN(c3nc(-c4cccc(OC)c4)cs3)CC2)c1
    ?	9%	43	·
[8] Nn1c(SCC(=O)NCc2ccccc2)nncc1=O
    -6	-2%	39	·
[9] Cc1cccc(C)c1NC(=O)N1CCN(c2nc3ccccc3s2)CC1
    -2	1%	?	4%
[10] COC(=O)Cc1csc(Nc2ccccc2Cl)n1
    -11	-1%	68	·
[11] CC(C)C(=O)OCC(=O)Nc1ccc(N=Nc2ccccc2)cc1
    0	-1%	-28	·
[12] CN(CCOc1ccc(-c2ccn(S(=O)(=O)c3cccc4ccccc34)n2)cc1)c1ccccn1
    4[1.84 µM]	-2%	-89*	3%[11.4 µM]
[13] Cn1c(SCC(=O)NC(C)(C)C)nnc1-c1cccc(NC(=O)c2ccccc2F)c1
    -5	-4%	-13	-1%
[14] Clc1ccc(-c2nnn(Cc3nc4ccccc4s3)n2)cc1
    -1	-22%	11	3%
[15] Cc1ccc(NC(=O)CSc2nc(NS(=O)(=O)c3ccccc3)cc(=O)[nH]2)cc1
    -2	-9%	36	1%
[16] Cc1cccc(CSc2nnc(-c3ccccn3)n2N)c1
    5	-2%	-16	-8%
[17] C/C(N)=C(/C#N)C(=O)COC(=O)c1cc(C)n(-c2ccc(F)cc2)c1C
    10	6%	-129*	-1%
[18] O=c1cc(-c2cccc(O)c2)oc2c(O)c(O)ccc12
    ?	-27%	·	-27%
[19] COc1cc(NC(=S)N2CCN(C/C=C/c3ccccc3)CC2)cc(OC)c1
    -9	-10%	-23	·
[20] Cc1ccc(NC(=O)CSCC#N)cc1Cl
    ·	-8%	?	·
[21] Cc1cccc2cc(C#N)c(SCC(=O)Nc3ccccc3N3CCOCC3)nc12
    -3	-11%	?	·
[22] CCc1ccc2[nH]c(=O)c(CN(CCN(C)C)C(=O)Nc3ccccc3)cc2c1
    -5	-5%	-6	33%[activator]
[23] Clc1nc2ccccc2cc1/C=N/Nc1nc2ccccc2[nH]1
    ·	7%	10	·
[24] CS(=O)(=O)N1CCC(NC(=O)Cc2ccccc2)CC1
    1	2%	-27	-2%
[25] CCC1(CC)Cc2ccccc2-c2nc(CN3CCOCC3)[nH]c(=O)c21
    6	-13%	?	14%
[26] Cc1ccc(-c2nc3ccccc3[nH]2)cc1NC(=O)c1sc2ccccc2c1Cl
    -6	0%	-28	·
[27] CC(=NCCCn1ccnc1)c1c(-c2ccccc2)[nH]n(-c2nc3ccccc3s2)c1=O
    12	11%	6	47%[activator]
[28] C=CCOn1c(=O)c(C)[n+]([O-])c2ccccc21
    -4	3%	-11	-6%
[29] Cc1cc(C2(c3ccc(O)c(C)c3)OC(=O)c3ccccc32)ccc1O
    ·	-26%	14	·
[30] C1CCN=C(Nc2nc3c(s2)CCCC3)CC1
    -1	0%	31	5%
[31] Cn1c(=O)c2c(ncn2CC(=O)N(Cc2ccccc2)c2ccccn2)n(C)c1=O
    1	2%	?	-3%
[32] CC(C)(C)OC(=O)N1CCC[C@H]1c1nnc(SCc2ccc(Cl)cc2Cl)o1
    20	-15%	34	1%
[33] CCC(=O)NC(=S)Nc1ccc(NC(=O)COc2ccccc2)cc1
    -3	0%	-1	·
[34] O=S(=O)(c1ccccc1)N1CCC2(CC1)CN(c1ccccn1)C2
    ·	-3%	·	11%
[35] O=C(CCN1CCN(CCO)CC1)Nc1ccc(OCc2ccccc2)cc1
    -7	-2%	25	9%
[36] COc1ccccc1CN1C(=O)[C@@H]2C(CC(N)=O)NC3(C(=O)Nc4c3ccc(Cl)c4C)[C@@H]2C1=O (stereo not given in full)
    5	-3%	5	-3%
[37] COc1ccc(N2CCN(C(=O)C(CCSC)N=C3NS(=O)(=O)c4ccccc43)CC2)cc1 (stereo not given)
    10	-5%	0	-6%
[38] CCN(CC)C(=O)c1sc(NC(=O)c2cccnc2)c(C(=O)OC)c1C
    ·	7%	1	·
[39] CN(Cc1ccccc1)c1nc2c(c(=O)[nH]c(=O)n2C)n1C
    -8	7%	-8	·
[40] COc1cccc(C(=O)O/N=C(\N)c2ccc([N+](=O)[O-])cc2)c1OC
    -1	0%	2	6%
[41] CCc1ccccc1N(C(=O)c1cccs1)C1C=CS(=O)(=O)C1 (stereo not given)
    3	-2%	21	-10%
[42] Cc1ccc(NC(=O)COC(=O)CCc2nc3ccccc3n2-c2ccccc2)c(C)c1
    ·	-5%	55	·
[43] COc1ccc2c(c1)CCc1c(C(=O)N3CCOCC3)noc1-2
    -10	1%	-20	5%
[44] CCOc1ccc(N(CC(=O)Nc2ccccc2C(=O)N2CCOCC2)S(=O)(=O)c2ccc(F)cc2)cc1
    ·	-3%	?	·
[45] Cc1ccc(C(c2nnnn2C(C)(C)C)N(Cc2ccco2)Cc2cccs2)cc1 (stereo not given)
    23	-5%	19	2%
[46] COc1ccc(Nc2nc(N3CCCC3)nc(N3CCCC3)n2)c(OC)c1
    1	-2%	?	18%
[47] Cc1ccc(SCCC(=O)Nc2ccccc2C(=O)NC2CCCCC2)cc1
    ·	1%	5	·
[48] O=C1c2ccccc2C(Nc2ccc3c(c2)OCO3)N1Cc1ccco1 (stereo not given)
    3	-15%	7	·
[49] Cc1cccc(C(=O)O/N=C(\c2ccccc2)c2cccnc2)c1
    ·	-1%	-3	·
[50] O=C(c1ccncc1)c1ccc(Br)cc1
    0	3%	?	2%[2.29 µM]
[51] CCN(C(=O)COc1cccnc1[N+](=O)[O-])C1CCS(=O)(=O)C1 (stereo not given)
    ·	0%	?	·
[52] Cc1ccc(-c2nc(CSCC(=O)N3CCOCC3)c(C)o2)cc1
    -14	1%	16	-1%
[53] CCOC(=O)N/N=C/C=C/c1ccccc1
    ·	8%	-13	·
[54] CN=C1SC(C(=O)O)CC(=O)N1C (stereo not given)
    2	-1%	?	0%
[55] N/C(=N\OC(=O)Cc1ccc(-c2ccccc2)cc1)c1cccnc1
    3	-2%	-29	4%
[56] Cc1noc(C)c1COc1ccc(C(=O)OCC(=O)NC(=O)C2COc3ccccc3O2)cc1 (stereo not given)
    1	-5%	26	1%
[57] CCCCn1nc(C(=O)N[C@@H](CCSC)c2nc3ccccc3[nH]2)c2ccccc2c1=O
    -8	-15%	?	27%
[58] Cc1[nH]nc2c1C(c1ccsc1C)C(C#N)=C(N)O2 (stereo not given)
    -1	-4%	1	0%
[59] Cn1cccc1C(=O)C(=O)Nc1ccc(Cl)cc1
    5	1%	24	-4%
[60] Cc1nc2ccc(F)cc2cc1C(=O)Nc1cccc(Cl)c1C
    ·	1%	?	·

The listing continues.
Under each structure – IMPase inh	ALOX12 inhib	PNC assembly inh	ALOX15B inhib
[61] COc1ccc(CN2C(=O)c3ccccc3C2C(=O)NC2CCCC2)c(OC)c1 (stereo not given)
    1	7%	?	1%
[62] O=C(O)c1ccccc1C(=O)OCCCCOC(=O)c1ccccc1C(=O)O
    0	4%	-6	-1%
[63] O=C(Oc1ccccc1)N1CCC2(CC1)CN(c1ccccn1)C2
    ·	-5%	·	-24%
[64] CC(C)(C)NCc1ccccc1OCc1cccs1
    12	-2%	-10	12%
[65] CCc1nc(SCC(=O)NCCc2ccccc2)c2oc3ccccc3c2n1
    6	-7%	3	-9%
[66] c1ccc(SCCOCCN2CCc3ccccc3C2)cc1
    ·	0%	?	·
[67] c1ccc(CCn2nnnc2C(c2cccnc2)N2CCN(c3ccccc3)CC2)cc1 (stereo not given)
    1	-3%	9	5%
[68] O=c1cc(C(F)(F)F)[nH]c(=O)n1C1CCCCC1
    3	-4%	-6	-3%
[69] CCN(C(=O)COC(=O)c1cc(-c2ccc3cc(OC)ccc3c2)nc2ccccc12)C1CCS(=O)(=O)C1 (stereo not given)
    ·	-3%	?	·
[70] Cn1c(=O)c2c(ncn2CC(=O)Nc2ccc(N3CCOCC3)cc2)n(C)c1=O
    17	1%	-22	1%
[71] O=C(CCS(=O)(=O)c1ccccc1)Nc1nc(-c2cccs2)cs1
    ·	2%	55	·
[72] CN1C[C@@H]2C(c3ccccc3)C3(c4ccccc4)CC2(C3)[C@H]1c1ccccc1 (stereo not given in full)
    ·	-1%	·	0%
[73] Cc1cccc(S(=O)(=O)Nc2cccc3c2C(=O)c2ccccc2-3)c1
    ?	3%	14	4%[11.4 µM]
[74] Cc1c(N2C(=O)/C(=C3/C(=O)N(C)c4ccccc43)SC2=S)c(=O)n(-c2ccccc2)n1C
    4	0%	119	-8%
[75] COc1ccc(C(=O)Nc2ccccc2C(=O)N/N=C/c2ccccc2OC)cc1
    6	-4%	70	-2%
[76] CC(=O)N(/N=C1\Sc2ccccc2C1=O)c1ccc(C)cc1C
    3	-1%	11	-9%
[77] CCc1ccc(OCc2nc(-c3ccccn3)no2)c(Br)c1
    -3[1.84 µM]	-3%	10	8%[11.4 µM]
[78] O=C(O)CCC(=O)Nc1ccc2ccccc2c1
    ·	2%[11.4 µM]	·	-4%[11.4 µM]
[79] CC1=CC(C)(C)N(C(=O)c2ccccc2)c2ccccc21
    14	-2%	-16	0%
[80] O=C(CSc1ccccn1)c1ccc(F)cc1
    7	-11%	?	-22%
[81] CN(C)Cc1nc2ccccc2c(=O)n1Cc1nc(-c2cc3ccccc3o2)cs1
    -14	-3%	3	59%[activator]
[82] COc1ccc(NC(=O)CCN2CCN(S(=O)(=O)c3cc(Cl)ccc3Cl)CC2)cc1
    -2	-3%	42	16%
[83] COc1ccc(C2CC(c3ccccc3)=NN2C(=O)COC(=O)c2cc(S(=O)(=O)N3CCOCC3)ccc2Cl)cc1 (stereo not given)
    ·	-1%	-3	·
[84] CC(=O)CCc1c(C)[nH]c2ccccc2c1=O
    12	4%	?	-1%
[85] COCCn1c(=NC(=O)/C=C/c2cccs2)sc2cc(NC(C)=O)ccc21
    7	-1%	-30	·
[86] c1ccc(CCNC2=NCCCS2)cc1
    7	-1%	-24	3%
[87] CCCCC1S/C(=N/N=C/c2ccc(OC)cc2)N(Cc2ccc(OC)cc2)C1=O (stereo not given)
    3	-6%	89	2%
[88] C=CCn1c(SCn2nnc3ccccc3c2=O)nc2scc(-c3cccs3)c2c1=O
    -13	5%	?	-23%
[89] CN1CCN(CCOc2cccc(Cl)c2)CC1
    1	0%	44	29%
[90] Cn1ncc(Cl)c1C(=O)Nc1ccncc1
    0[0.0738 µM]	3%	?	·
[91] COc1ccc(OCCSc2nnc(-c3ccc(OC)cc3)n2N)cc1
    8	5%	?	5%
[92] CC(C)(C)OC(=O)N1CCC[C@H]1c1nnc(SCc2ccccc2F)o1
    ?	-1%	12	-8%
[93] CC(Oc1ccc(-c2ccccc2)c(F)c1)c1ccn(S(=O)(=O)c2ccc(Br)cc2)n1 (stereo not given)
    2	-7%	?	-7%
[94] C=CCn1c(=O)c2c3c(sc2n2c(Nc4ccccc4)nnc12)CCCC3
    -2	-19%	40	-24%
[95] Cc1cccc(C)c1OCC(=O)OC/C(O)=C(\C#N)c1nc2ccccc2[nH]1
    -6	1%	2	·
